Screening results (PubChem)
SSB-PriA inh = K. pneumoniae PriA-SSBct interaction inhibition. AlphaScreen SSBct-PriA binding, biotinylated peptide. hit rate 0.6% among 430,000. AID 1272365. inhibition, % at 33 µM; in the data active means inhibition mostly above about 37%, no sharp cut-off; inactive means mostly below about 20%;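 further: plate controls were negative control peptide for no effect and reference peptide for full effect; strong numbers were not always called active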
BoNT A protease = blocks Botulinum neurotoxin A light chain protease | multiplex microsphere protease substrate cleavage, flow cytometry | hit rate 0.17% among 360,000 | inhibition, % at 10 µM; further: plate controls were buffer without enzyme for full effect and enzyme alone for no effect
Yp Topo-I inh = Y. pestis Topo-I inhibition via cleavage products; AID 504884; Y. pestis Topo-I cleavage product accumulation, plate reader; hit rate 0.064% among 360,000; activity, % at 10 µM; in the data active means activity above about 50%, passing the limit was not always enough; inconclusive means no clear call, values can overlap the other calls; further: inactives centre near 2
3CLpro inhibitor = SARS-CoV 3CLpro protease inhibition; recombinant SARS-CoV 3CLpro, quenched FRET peptide cleavage; inhibition, % at 6 µM; hit rate 0.14% among 290,000; in the data active means inhibition above about 12%
PrPC TRFRET = reduces human prion protein on the cell surface. inhibition, % at 13.8 µM. hit rate 0.43% among 370,000. cell surface PrPC, TR-FRET read-out; in the data active means inhibition above about 24%; further: 0% = median of the test wells and 100% = reference compound wells
PfHsp40 rescue = rescue of PfHsp40-mediated yeast toxicity. S. cerevisiae expressing PfHsp40, growth rescue, ATP luminescence. growth rescue, % at 12.5 µM. hit rate 0.68% among 340,000; in the data active means growth rescue above about 28%, passing the limit was not always enough; inconclusive means no clear call, values can overlap the other calls;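 further: yeast W303a lacking pdr1 and pdr3 grown in galactose medium; growth measured after three days at 30 °C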
Vc quorum ag = quorum light induction in luxS cqsA deficient V. cholerae; hit rate 0.16% among 350,000; V. cholerae BH1578 lux reporter, luminescence, 6 h; activation, % at 18.7 µM; AID 588436; in the data active means activation mostly above about 9.7%, no sharp cut-off; inconclusive means no clear call, values can overlap the other calls; inactive means mostly below about 3.7%; further: not every result past the cut was called active; inactives centre near 0; reference of the scale not given here
Anthrax LF prot = anthrax lethal factor protease inhibition | P15917 | multiplex microsphere protease cleavage assay, LF | hit rate 0.12% among 360,000 | inhibition, % at 10 µM; further: plate controls were buffer without enzyme for full effect and enzyme alone for no effect
TcdB GH inh = TcdB glycohydrolase inhibition | P18177 | TcdB glycohydrolase enzymatic assay, plate reader | inhibition, % at 9.99 µM | hit rate 0.24% among 350,000; in the data active means inhibition above about 10%
Target sequence (P18177 whole entry, looked up): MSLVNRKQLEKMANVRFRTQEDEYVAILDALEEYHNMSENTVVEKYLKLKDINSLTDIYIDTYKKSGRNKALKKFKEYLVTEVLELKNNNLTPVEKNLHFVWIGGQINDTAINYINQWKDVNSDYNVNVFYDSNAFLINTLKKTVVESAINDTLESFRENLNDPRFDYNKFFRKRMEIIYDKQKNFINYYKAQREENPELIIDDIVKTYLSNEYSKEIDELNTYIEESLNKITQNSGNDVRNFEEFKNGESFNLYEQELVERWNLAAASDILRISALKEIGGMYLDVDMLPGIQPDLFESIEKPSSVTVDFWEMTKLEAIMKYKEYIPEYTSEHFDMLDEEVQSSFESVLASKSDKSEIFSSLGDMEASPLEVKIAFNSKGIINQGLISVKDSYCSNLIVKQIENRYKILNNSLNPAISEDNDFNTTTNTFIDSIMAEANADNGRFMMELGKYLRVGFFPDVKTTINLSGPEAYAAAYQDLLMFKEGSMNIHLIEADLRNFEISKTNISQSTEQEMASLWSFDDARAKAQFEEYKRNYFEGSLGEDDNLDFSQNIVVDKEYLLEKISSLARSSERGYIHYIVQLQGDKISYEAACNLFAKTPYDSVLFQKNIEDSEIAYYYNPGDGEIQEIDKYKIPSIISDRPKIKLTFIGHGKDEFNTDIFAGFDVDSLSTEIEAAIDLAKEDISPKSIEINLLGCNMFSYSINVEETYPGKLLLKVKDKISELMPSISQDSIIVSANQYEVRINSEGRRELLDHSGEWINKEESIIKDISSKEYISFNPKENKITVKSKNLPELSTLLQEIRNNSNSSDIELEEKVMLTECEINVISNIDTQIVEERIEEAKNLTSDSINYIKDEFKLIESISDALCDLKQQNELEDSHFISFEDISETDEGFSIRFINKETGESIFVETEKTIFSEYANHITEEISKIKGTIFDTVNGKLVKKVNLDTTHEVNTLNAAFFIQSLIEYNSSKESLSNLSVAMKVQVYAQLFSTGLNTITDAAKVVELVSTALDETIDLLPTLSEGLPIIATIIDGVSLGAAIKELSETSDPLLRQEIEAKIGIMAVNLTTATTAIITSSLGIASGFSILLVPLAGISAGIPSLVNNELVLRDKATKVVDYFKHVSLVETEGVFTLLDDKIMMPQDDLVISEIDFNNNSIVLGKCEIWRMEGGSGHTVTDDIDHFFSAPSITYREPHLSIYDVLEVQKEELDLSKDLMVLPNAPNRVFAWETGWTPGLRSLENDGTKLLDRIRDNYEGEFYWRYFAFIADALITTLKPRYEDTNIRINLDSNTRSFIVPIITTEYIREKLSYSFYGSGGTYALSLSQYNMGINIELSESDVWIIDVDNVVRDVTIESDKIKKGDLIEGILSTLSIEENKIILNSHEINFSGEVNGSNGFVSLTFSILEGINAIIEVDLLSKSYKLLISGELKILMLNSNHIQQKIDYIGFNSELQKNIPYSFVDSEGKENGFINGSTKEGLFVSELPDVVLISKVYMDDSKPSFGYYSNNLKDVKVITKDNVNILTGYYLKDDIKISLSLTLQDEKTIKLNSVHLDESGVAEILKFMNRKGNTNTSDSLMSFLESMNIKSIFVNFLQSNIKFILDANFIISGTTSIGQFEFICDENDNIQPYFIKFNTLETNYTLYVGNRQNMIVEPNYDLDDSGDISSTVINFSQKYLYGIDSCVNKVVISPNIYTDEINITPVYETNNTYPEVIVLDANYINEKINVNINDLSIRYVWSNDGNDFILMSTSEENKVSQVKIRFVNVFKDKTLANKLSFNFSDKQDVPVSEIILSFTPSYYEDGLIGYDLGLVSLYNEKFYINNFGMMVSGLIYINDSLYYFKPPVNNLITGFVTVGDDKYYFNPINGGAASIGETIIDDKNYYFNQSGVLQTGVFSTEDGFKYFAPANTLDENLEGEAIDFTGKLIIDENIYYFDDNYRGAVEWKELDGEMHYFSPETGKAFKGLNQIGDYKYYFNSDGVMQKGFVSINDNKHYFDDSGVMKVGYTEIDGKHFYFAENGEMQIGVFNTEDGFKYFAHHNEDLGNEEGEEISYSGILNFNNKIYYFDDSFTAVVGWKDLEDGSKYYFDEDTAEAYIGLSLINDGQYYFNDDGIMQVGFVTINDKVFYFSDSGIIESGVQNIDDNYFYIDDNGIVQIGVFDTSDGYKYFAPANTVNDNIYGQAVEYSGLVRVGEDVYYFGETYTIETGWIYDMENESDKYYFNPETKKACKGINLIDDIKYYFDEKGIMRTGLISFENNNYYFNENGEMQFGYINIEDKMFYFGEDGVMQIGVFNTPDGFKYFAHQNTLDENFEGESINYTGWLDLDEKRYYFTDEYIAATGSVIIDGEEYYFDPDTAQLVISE
Starred values were filed as active, the others as inactive; i = inactive; ? = inconclusive; . = no result given. Unless noted, no stated cut-off is given here; in the data, active means inhibition above about 30%; inconclusive means no clear call, values can overlap the other calls; inactive means below that. An excerpt. The share of hits here may be higher or lower than overall.

SMILES	SSB-PriA inh	BoNT A protease	Yp Topo-I inh	3CLpro inhibitor	PrPC TRFRET	PfHsp40 rescue	Vc quorum ag	Anthrax LF prot	TcdB GH inh
Cc1ccc2ncccc2c1[N+](=O)[O-]	-8.1	0.3	-7.2	-4.2	0.2	-0.2	-0.4	0.1	-0.8
CCCC(=O)N1CCN(c2nc3ccc(Br)cc3s2)CC1	-16.4	0.2	21.9	1.2	7.8	-0.1	-0.3	-0.4	1.5
O=C(CCn1ccc2ccccc21)Nc1ccc(N2CCOCC2)cc1	33.6	-0.4	-0.1	3.3	-7.9	0.9	-0.3	-8.6	.
O=C(O)C(CCCCN1C(=O)c2ccccc2C1=O)N1C(=O)c2ccccc2C1=O (stereo not drawn)	-8.4	0.5	6.6	1.4	-2.2	0.2	0.8	0.0	.
CC(NC(=O)CN1C(=O)NC(C)(C2CC2)C1=O)c1ccc(F)cc1 (stereo not drawn)	-5.7	2.6	2.8	.	5.7	0.3	-0.4	-3.4	2.3
Cc1cc(C(=O)OCC(=O)NCc2ccc(Cl)cc2Cl)c(C)o1	-0.9	0.1	9.6	.	-2.6	5.5	-2.5	-9.0	-0.3
Cc1noc(C)c1-c1ccc2ncnc(NCC3CCCCN3C)c2c1 (stereo not drawn)	-8.4	0.2	-9.2	.	-9.3	-0.8	i	-0.4	0.0
O=C(COc1ccc(Cl)cc1Cl)Nc1ccc(CN2CCCCC2)cc1	1.5	-0.2	5.6	1.7	1.8	?	-0.5	-5.8	1.4
O=C(Nc1cccc([N+](=O)[O-])c1)Nc1ccc2c(c1)OCCO2	1.8	-0.5	-6.0	-1.6	-9.8	-0.1	-0.3	-0.8	1.4
COc1ccc(-c2csc3ncnc(N4CCN(S(=O)(=O)c5cccc(Br)c5)CC4)c23)cc1	-10.4	-4.4	46.1	.	7.1	1.3	-2.8	-1.9	1.3

Some of these compounds in order of heavy-atom count, ascending.
SMILES	SSB-PriA inh	BoNT A protease	Yp Topo-I inh	3CLpro inhibitor	PrPC TRFRET	PfHsp40 rescue	Vc quorum ag	Anthrax LF prot	TcdB GH inh
Cc1ccc2ncccc2c1[N+](=O)[O-]	-8.1	0.3	-7.2	-4.2	0.2	-0.2	-0.4	0.1	-0.8
Cc1cc(C(=O)OCC(=O)NCc2ccc(Cl)cc2Cl)c(C)o1	-0.9	0.1	9.6	.	-2.6	5.5	-2.5	-9.0	-0.3
CC(NC(=O)CN1C(=O)NC(C)(C2CC2)C1=O)c1ccc(F)cc1 (stereo not drawn)	-5.7	2.6	2.8	.	5.7	0.3	-0.4	-3.4	2.3

More compounds
SMILES	SSB-PriA inh	BoNT A protease	Yp Topo-I inh	3CLpro inhibitor	PrPC TRFRET	PfHsp40 rescue	Vc quorum ag	Anthrax LF prot	TcdB GH inh
Cc1ccc(S(=O)(=O)Oc2ccccc2-c2ccccc2)cc1	-19.8	0.0	-10.8	.	9.2	-0.8	-2.0	-3.2	2.5
N#C/C(=C\c1ccccc1[N+](=O)[O-])C(=O)Nc1ccc(S(N)(=O)=O)cc1	2.2	0.2	-9.2	2.6	-9.3	0.6	0.0	-2.3	0.8
Cc1ccc(C)c(S(=O)(=O)Nc2ccc(O)cc2)c1	-5.3	-0.1	-8.8	5.2	-1.3	-0.7	i	3.5	.
O=C1OC(c2ccc(F)cc2)=N/C1=C\C=C/c1ccccc1	-4.3	2.0	-2.7	2.8	6.3	-0.1	i	-5.1	0.7
O=C1CCCC2=C1C(c1cccs1)Nc1ccccc1N2 (stereo not drawn)	-5.0	-0.2	2.2	1.2	5.9	-0.3	1.2	-1.1	.
Cc1nc(N2CCOCC2)[nH]c(=O)c1[N+](=O)[O-]	6.8	0.3	1.8	1.3	2.7	0.2	i	1.4	-4.2
O=C(COC(=O)c1n[nH]c2ccccc12)Nc1cccc(S(=O)(=O)N2CCOCC2)c1	-8.0	0.3	11.1	1.9	-2.0	1.0	-0.5	-1.2	-0.9
CCOC(=O)c1cnc2c(ccc3ccccc32)c1Cl	2.6	-6.5	7.7	-1.8	-1.3	0.0	i	-4.3	1.1
CCC(=O)N1c2ccc(S(=O)(=O)N3CCN(c4ccc([N+](=O)[O-])cc4)CC3)cc2CC1C (stereo not drawn)	-21.0	-0.5	29.5	-7.7	-7.9	-1.1	-0.2	1.3	-1.0
Cc1nn(C(C)C(=O)Nc2sc3c(c2C#N)CCCC3)c(C)c1[N+](=O)[O-] (stereo not drawn)	1.8	-5.5	-6.9	-4.5	5.8	2.7	-0.6	-6.6	.

Exported as a markdown table: entries from further up.
| Compound | SSB-PriA inh | BoNT A protease | Yp Topo-I inh | 3CLpro inhibitor | PrPC TRFRET | PfHsp40 rescue | Vc quorum ag | Anthrax LF prot | TcdB GH inh |
| --- | --- | --- | --- | --- | --- | --- | --- | --- | --- |
| Cc1nc(N2CCOCC2)[nH]c(=O)c1[N+](=O)[O-] | 6.8 | 0.3 | 1.8 | 1.3 | 2.7 | 0.2 | i | 1.4 | -4.2 |
| O=C(COC(=O)c1n[nH]c2ccccc12)Nc1cccc(S(=O)(=O)N2CCOCC2)c1 | -8.0 | 0.3 | 11.1 | 1.9 | -2.0 | 1.0 | -0.5 | -1.2 | -0.9 |
| CCOC(=O)c1cnc2c(ccc3ccccc32)c1Cl | 2.6 | -6.5 | 7.7 | -1.8 | -1.3 | 0.0 | i | -4.3 | 1.1 |

More records:
SMILES	SSB-PriA inh	BoNT A protease	Yp Topo-I inh	3CLpro inhibitor	PrPC TRFRET	PfHsp40 rescue	Vc quorum ag	Anthrax LF prot	TcdB GH inh
CC(=O)c1c(C)[nH]c(C(=O)Nc2ccc(Cl)c(S(=O)(=O)N(C)C)c2)c1C	0.8	0.1	2.1	-1.7	-3.6	0.8	-0.6	4.9	3.1
COc1ccc(OC2CCN(S(=O)(=O)c3ccccc3)CC2)cc1	-5.3	0.3	19.6	3.7	-5.0	1.0	-0.8	0.9	0.2
CCCn1c2ccccc2c2nnc(SC(CC)C(=O)Nc3sc4c(c3C#N)CCCC4)nc21 (stereo not drawn)	-1.7	-1.0	4.2	0.1	-6.9	-1.5	2.6	0.8	.
Fc1ccc(/C=N/N2CCOCC2)c(F)c1	.	0.4	-5.1	0.0	-4.3	-1.4	0.1	-3.6	1.0
CCCCNC(=S)N/N=C/C1=CCC2CC1C2(C)C (stereo not drawn)	.	-0.4	30.2	6.9	4.2	1.6	-0.7	-2.2	.
O=C(CN1CCC(O)(c2cccc(C(F)(F)F)c2)CC1)NCCc1ccccc1	-2.7	-2.1	28.1	-2.3	0.9	-0.1	277.0*	24.7	0.5
Cc1ccc(-c2nn(C)c(=O)c3ccccc23)cc1CO	-4.3	0.2	4.6	6.1	-6.7	-0.2	16.7*	-3.9	.
Cc1ccc(NC(=O)Cn2nnc(C(=O)NCc3cccs3)c2N)cc1	-5.8	0.9	2.6	-6.3	-1.1	-0.4	1.4	-12.7	.
O=C(NCC1CC1)Nc1ccc(Cl)cc1	-0.4	0.0	2.1	-0.2	-4.3	0.8	i	-3.8	1.9
Cc1csc(NC(=O)c2ccc(C)c(S(=O)(=O)N3CCCCC3)c2)n1	0.9	0.9	2.4	-1.0	3.7	-0.5	-3.8	8.2	.

Reprinted at random: 5 records from the list, in no set order.
SMILES	SSB-PriA inh	BoNT A protease	Yp Topo-I inh	3CLpro inhibitor	PrPC TRFRET	PfHsp40 rescue	Vc quorum ag	Anthrax LF prot	TcdB GH inh
CCCCNC(=S)N/N=C/C1=CCC2CC1C2(C)C (stereo not drawn)	.	-0.4	30.2	6.9	4.2	1.6	-0.7	-2.2	.
Cc1csc(NC(=O)c2ccc(C)c(S(=O)(=O)N3CCCCC3)c2)n1	0.9	0.9	2.4	-1.0	3.7	-0.5	-3.8	8.2	.
O=C(CN1CCC(O)(c2cccc(C(F)(F)F)c2)CC1)NCCc1ccccc1	-2.7	-2.1	28.1	-2.3	0.9	-0.1	277.0*	24.7	0.5
Cc1ccc(-c2nn(C)c(=O)c3ccccc23)cc1CO	-4.3	0.2	4.6	6.1	-6.7	-0.2	16.7*	-3.9	.
O=C(NCC1CC1)Nc1ccc(Cl)cc1	-0.4	0.0	2.1	-0.2	-4.3	0.8	i	-3.8	1.9

(next part)
SMILES	SSB-PriA inh	BoNT A protease	Yp Topo-I inh	3CLpro inhibitor	PrPC TRFRET	PfHsp40 rescue	Vc quorum ag	Anthrax LF prot	TcdB GH inh
COC(=O)C(NC(=O)c1ccco1)(Nc1nc(C2CC2)cs1)C(F)(F)F (stereo not drawn)	-5.1	0.4	19.5	-4.8	7.6	4.8	i	-3.5	.
COc1ccc(N2C(=S)NC3N2C(=S)NC3(C)c2ccccc2)cc1 (stereo not drawn)	2.4	-0.2	-11.5	-1.9	9.1	0.6	i	-0.5	0.4
Cc1c[n+]([O-])n(-c2ccc(C(=O)O)cc2)n1	-9.8	-1.2	7.4	-2.7	-2.9	0.7	-2.2	-0.8	.
O=c1[nH]c(Cc2ccccc2Cl)nc2ccccc12	-10.8	1.5	3.5	3.3	-9.5	0.4	0.0	11.4	0.5
COc1ccc(C(C[N+](=O)[O-])C2(c3ccc(OC)c(OC)c3)C(=O)c3ccccc3C2=O)cc1 (stereo not drawn)	-10.4	2.9	-0.9	-5.8	.	5.6	-0.6	-1.7	.
CC(=O)NC(NC(=S)Nc1ccccc1Br)C(Cl)(Cl)Cl (stereo not drawn)	-9.2	0.3	6.9	2.2	-1.4	0.0	-0.8	-0.2	0.8
O=c1c(Cl)c(NCCO)ncn1-c1ccccc1	-7.0	-1.7	27.0	2.7	-1.3	0.1	-0.4	?	.
O=C1CC(c2ccccc2)CC(O)=C1C=NCc1ccccc1Cl (stereo not drawn)	-10.6	-1.1	1.1	3.5	6.6	?	-0.3	-4.2	.
N/C(=N\NS(=O)(=O)c1ccccc1)c1ccccn1	.	0.2	-1.8	.	-2.6	-1.5	-1.9	-2.6	0.0
CC1(C)CC(=O)c2cc(OCC(=O)NCCCN3CCN(c4ccc(F)cc4)CC3)ccc2O1	14.2	0.4	29.0	-1.1	-4.3	-0.2	i	-3.7	.
O=C(O)C(c1ccccc1)C1(O)CCCCC1 (stereo not drawn)	-0.5	-1.5	-1.7	-1.5	-9.2	-0.3	-5.6	-8.9	-0.5
COc1ccc(N2CCN(CC(=O)Nc3cc(C)on3)CC2)cc1	1.9	0.7	1.9	1.2	1.9	-0.5	i	4.0	.
COc1ccc(Cl)cc1NC(=O)c1cc(S(=O)(=O)N2CCCC2)cn1C	-6.4	-0.8	8.7	-1.9	5.5	-0.3	i	3.1	-2.3
CCC(C(=O)OC)n1c(-c2ccccc2)nc2ccccc2c1=O (stereo not drawn)	-25.0	-0.5	15.0	0.1	3.2	3.7	-0.4	-1.8	2.1
COC1c2ccccc2C(=O)N1CCc1ccc(Cl)cc1 (stereo not drawn)	-23.3	1.9	7.5	1.2	-7.5	0.7	i	-5.4	1.6
COC(=O)C(Cc1ccc(OC(=O)c2ccc(Cl)cc2)cc1)N1Cc2ccccc2C1=O (stereo not drawn)	-18.4	-0.6	33.5	2.5	-5.5	8.9	-1.0	-6.1	.
N#CCCN(C(=O)COC(=O)c1cccc(S(=O)(=O)N2CCCC2)c1)c1ccc(F)cc1	-15.2	2.0	24.0	-1.7	5.8	-0.5	i	-0.8	0.5
CCOc1ccc2nc(NC(=O)c3ccc(C)o3)sc2c1	-10.5	1.6	-0.7	.	9.0	-1.7	i	-3.4	0.4
Cc1cc(OCC(=O)N2CCN(c3ncccn3)CC2)ccc1Cl	-19.5	2.4	15.2	-0.8	-1.3	3.0	i	2.7	3.4
